WRN inhibitor: qHTS for Inhibitors of WRN Helicase | Bifunctional 3'-5' exonuclease/ATP-dependent helicase WRN (Homo sapiens), Q14191 | WRN helicase unwinding, fluorescent forked duplex, kinetic | Potency, µM (titrated, usually from 114 µM), inactives show top-dose activity change, negative = inhibition, hits mostly inhibitors | 360,000 tested, 0.46% active | AID 651768, 2012; also: potency is read from the fitted curve at half-maximal effect; % is scaled to controls: 0 for no effect and ±100 for the full control effect; nearly all actives have a fitted effect of over 55% in size
Target sequence (Q14191 whole entry, looked up): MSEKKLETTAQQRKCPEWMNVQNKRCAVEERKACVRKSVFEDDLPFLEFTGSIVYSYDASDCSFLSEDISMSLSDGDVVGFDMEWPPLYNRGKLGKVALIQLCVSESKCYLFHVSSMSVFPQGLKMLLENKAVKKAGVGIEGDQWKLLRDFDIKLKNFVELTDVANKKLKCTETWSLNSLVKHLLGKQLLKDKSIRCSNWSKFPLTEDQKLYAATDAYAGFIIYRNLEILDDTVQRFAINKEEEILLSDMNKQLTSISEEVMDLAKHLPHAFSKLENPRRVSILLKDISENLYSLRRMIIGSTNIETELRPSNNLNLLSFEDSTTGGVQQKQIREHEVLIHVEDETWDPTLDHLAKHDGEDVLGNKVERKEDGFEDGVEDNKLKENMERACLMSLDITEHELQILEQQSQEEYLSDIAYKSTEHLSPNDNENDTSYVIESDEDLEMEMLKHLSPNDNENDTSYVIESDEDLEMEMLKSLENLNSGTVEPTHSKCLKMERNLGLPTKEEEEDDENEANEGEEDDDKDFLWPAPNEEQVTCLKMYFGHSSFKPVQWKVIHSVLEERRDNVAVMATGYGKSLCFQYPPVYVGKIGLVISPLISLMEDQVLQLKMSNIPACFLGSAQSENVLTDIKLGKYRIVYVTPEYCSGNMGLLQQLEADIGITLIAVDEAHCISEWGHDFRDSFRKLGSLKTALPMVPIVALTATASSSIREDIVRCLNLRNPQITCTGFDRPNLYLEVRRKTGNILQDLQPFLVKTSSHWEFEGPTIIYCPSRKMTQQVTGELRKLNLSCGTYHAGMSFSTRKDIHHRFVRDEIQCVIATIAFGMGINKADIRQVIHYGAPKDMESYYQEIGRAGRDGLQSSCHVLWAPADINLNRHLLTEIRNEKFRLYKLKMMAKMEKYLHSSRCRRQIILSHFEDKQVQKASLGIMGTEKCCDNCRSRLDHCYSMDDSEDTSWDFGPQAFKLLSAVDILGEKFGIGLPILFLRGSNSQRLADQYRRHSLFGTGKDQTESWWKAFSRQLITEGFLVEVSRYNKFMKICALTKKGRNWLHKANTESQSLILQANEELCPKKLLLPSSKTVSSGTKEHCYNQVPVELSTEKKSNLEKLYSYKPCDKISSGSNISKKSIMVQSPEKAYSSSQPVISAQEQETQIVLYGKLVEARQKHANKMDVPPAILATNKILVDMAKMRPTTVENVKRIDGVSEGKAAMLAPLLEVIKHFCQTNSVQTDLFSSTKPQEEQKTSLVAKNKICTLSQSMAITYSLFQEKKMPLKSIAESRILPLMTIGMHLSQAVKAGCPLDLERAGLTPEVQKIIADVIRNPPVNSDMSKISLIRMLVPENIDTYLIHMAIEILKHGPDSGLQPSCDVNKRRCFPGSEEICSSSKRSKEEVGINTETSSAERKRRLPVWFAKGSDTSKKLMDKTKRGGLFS
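Kinetic red-fluorescence monitoring (525/598 nm) tracks WRN helicase activity after 100 nM fluorophore-quencher forked duplex and 2 mM ATP are added to 20 nM enzyme pretreated 15 min at room temperature with compound.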
PI5P4K alpha inh: qHTS for Inhibitors of phosphatidylinositol 5-phosphate 4-kinase (PI5P4K); 330,000 tested, 1.2% active; max response, %; AID 652105, 2013; Phosphatidylinositol 5-phosphate 4-kinase type-2 alpha (Homo sapiens), P48426; PI5P4Kalpha enzyme, ADP-Glo luminescence, 60 min; active compounds read low; active = max response of -50% or lower; inconclusive = between -30% and -50%; inactive = -30% or higher; also: value at the top dose of about 77 µM; % is scaled to controls: 0 for no effect and ±100 for the full control effect
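qHTS, 1536-well: enzyme/substrate mix, compound by pin tool, 5 microM ATP final; RT 60 min; ADP-Glo reagents 1 (45 min) then 2 (30 min); luminescence.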
Abeta rescue: qHTS for compounds that reverse cellular toxicity of Amyloid beta (A-beta) peptide in yeast: Primary Screen; AID 1347071, 2019; yeast expressing A-beta42, growth rescue, OD600, 48 h; response scale: 0% DMSO, 100% iron-clioquinol control; Potency, µM (series often up to 46.1 µM), inactives show at the top dose growth rescue, most hits filed as activators; 410,000 tested, 0.063% active; also: potency is read from the fitted curve at half-maximal effect; nearly all actives have a fitted effect of over 55% in size
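Yeast A-beta toxicity model in growth medium with pinned compounds, 48 h at 30 C; growth read as absorbance at 600 nm. Normalized to FeCl3/clioquinol equimolar mix (positive) and DMSO (negative).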
IL2 activator: qHTS of IL-2 Activators. IL-2 activation reporter assay, cell-based qHTS; stimulated with anti-CD3/CD4/CD28 beads; in transgenic mouse T cells. activation, % (series mostly up to about 46 µM). 360,000 tested, 0.065% active. AID 652025, 2013; in the data active = activation above about 50%; inconclusive = mostly about 30% to 49%; also: 0% is about no effect
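Screening format: compound pinned onto unstimulated transgenic mouse T cells, 60 min incubation, then anti-CD3/anti-CD4/anti-CD28 bead stimulation for 18 hours at 37 degrees C, followed by EGFP and DsRed detection.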
FUS suppressor: qHTS for Suppressors of FUS Proteinopathy: Primary screen using FUS-linked yeast assay | AID 1347120, 2019 | 390,000 tested, 0.24% active | Potency, µM (highest dose often 76.6 µM), without a hit: at the top dose growth rescue (activation), usual class: activators | S. cerevisiae FUS-expressing, growth rescue, OD600, 24 h;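 also: potency is read from the fitted curve at half-maximal effect; plate controls were DMSO vehicle for no effect and reference control for full effect; nearly all actives have a fitted effect of over 55% in size; some results filed as inactive show a strong effect at the top dose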
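Galactose (2%) drives FUS expression in yeast precultured in raffinose; seeding density OD 0.005. Test compounds incubated 24hr at 30C and 99% humidity before absorbance at 600 nm was measured.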
EPAC1 antag: qHTS for Antagonist of cAMP-regulated guanine nucleotide exchange factor 3 (EPAC1): primary screen; 360,000 tested, 0.14% active; Rap guanine nucleotide exchange factor 3 (Homo sapiens), O95398; Potency, µM (highest dose often 115 µM), for the others: top-dose activity change, negative = inhibition, hits mostly inhibitors; EPAC1 GEF assay, Rap1b-BODIPY-GDP exchange fluorescence;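 also: potency is read from the fitted curve at half-maximal effect; plate controls were vehicle for no effect and positive control for full effect; nearly all actives have a fitted effect of over 50% in size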
PLK1 PBD block: qHTS for Inhibitors of PLK1-PDB (polo-like kinase 1 - polo-box domain): Primary Screen. Serine/threonine-protein kinase PLK1 (Homo sapiens), P53350. Plk1 PBD binding of FITC phosphopeptide, fluorescence polarization. Potency, µM, inactives show max response, negative = inhibition, hits mostly inhibitors. 360,000 tested, 2.8% active; also: potency is read from the fitted curve at half-maximal effect; series mostly up to about 57 µM; % is scaled to controls: 0 for no effect and ±100 for the full control effect; nearly all actives have a fitted effect of over 65% in size
EPAC1 ag: qHTS for Agonist of cAMP-regulated guanine nucleotide exchange factor 3 (EPAC1): primary screen; Rap guanine nucleotide exchange factor 3 (Homo sapiens), O95398; EPAC1 agonist qHTS, biochemical assay; response scale: 100% = response to 6.5 mM cAMP; Potency, µM (titrated, usually from 154 µM), for the others: at the top dose activation, most hits filed as activators; 360,000 tested, 0.073% active; AID 720707, 2013; also: potency is read from the fitted curve at half-maximal effect; nearly all actives have a fitted effect of over 60% in size
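Compounds were pinned as a concentration titration into mixtures of EPAC1 (100 nM), BODIPY-GDP-loaded Rap1B (250 nM) and GDP (50 uM). After 5 min at room temperature, fluorescence was followed for 30 min; activity was scaled to 6.5 mM cAMP.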
* = called active by the depositor; ? = inconclusive; nt = no result given; [ ] = another dose, or the depositor's remark. Unless noted, calls follow the shape of the dose curve; as a rule, active = well fitted curve in the direction sought with a large enough effect; inconclusive = small, poorly fitted or top-dose-only effect, or another doubt; inactive = no such curve, though single readings can be large; an effect the other way counts as inactive or inconclusive.

SMILES	WRN inhibitor	PI5P4K alpha inh	Abeta rescue	IL2 activator	FUS suppressor	EPAC1 antag	PLK1 PBD block	EPAC1 ag
CN1N=C(C(=O)N=c2sc3ccccc3n2C)CCC1=O	-20%	0	-14%	0.5	3%	-13%	-14%	3%
CC(=O)Nc1ccc(S(=O)(=O)NCC2CCC(C(=O)NCCCN(C)Cc3ccccc3)CC2)cc1 (stereo not drawn)	5%	8	-19%	-0.8	7%	-3%	4%	-11%
COc1ccc(N(CC(=O)Nc2cccc(N(C)S(C)(=O)=O)c2)S(=O)(=O)c2ccc(C)cc2)cc1	-6%	-3	10%	-0.2	28µM*	-8%	-3%	16%
NC(=O)C1CCN(C(=O)c2ccc(F)c(S(=O)(=O)N3CCOCC3)c2)CC1	-31%	4	3%	1.0	10%	-25%	-14%	-2%
CC12CC(NC(=O)N1c1cccc(C(=O)N3CCN(c4ccccc4F)CC3)c1)c1ccccc1O2 (stereo not drawn)	1%	-1	12%	-2.9	3%	8%	-3%	-5%
CCN1C(=O)C(=CC=CN(C)c2ccccc2)SC1=S	?	4	4%	4.0	-4%	35%[activator]	62%[activator]	?
O=C(OCc1ccccc1)c1cccnc1Cl	1%	-3	-8%	2.4	-25%	5%	0%	6%
O=C(c1ccccc1CCc1ccccc1)N1CCN(c2ccccn2)CC1	2%	1	-11%	-0.1	19%	3%	-5%	10%
COc1ccc(OC)c(C2C(C#N)=C(N)Oc3c2c(C)nn3-c2cccc(Cl)c2)c1 (stereo not drawn)	-3%	nt	-2%	-2.5	?	-10%	24µM*	11%
CN(C)c1nnnn1-c1ccc(Cl)cc1	-11%[57.1 µM]	-3	-9%	-2.9	-24%	10%	-14%	12%
CCOC(=O)Cc1nnc(NC(=O)COc2ccc(OC)cc2)s1	-15%	-27	?	-0.4	?	3%	-3%	1%
CCn1c(C)nc2cc(S(=O)(=O)Nc3ccc(C)cc3)ccc21	3%	0	1%	-0.5	9%	-5%	3%	-3%
Cc1nc(SCc2ccc(Br)cc2)[nH]c(=O)c1C	-7%	2	-12%	-0.2	1%	2%	-19%	-2%
COC(=O)c1cncn1Cc1ccccc1	-3%	0	9%	-0.6	-5%	-3%	2%	11%
COc1ccccc1C1=NOC(C)(c2nnc(Cc3ccccc3)o2)C1 (stereo not drawn)	-1%	6	-1%	0.1	-5%	0%	-1%	-8%

11 compounds from above, arranged by SMILES length, high to low:
SMILES	WRN inhibitor	PI5P4K alpha inh	Abeta rescue	IL2 activator	FUS suppressor	EPAC1 antag	PLK1 PBD block	EPAC1 ag
COc1ccc(N(CC(=O)Nc2cccc(N(C)S(C)(=O)=O)c2)S(=O)(=O)c2ccc(C)cc2)cc1	-6%	-3	10%	-0.2	28µM*	-8%	-3%	16%
CC(=O)Nc1ccc(S(=O)(=O)NCC2CCC(C(=O)NCCCN(C)Cc3ccccc3)CC2)cc1 (stereo not drawn)	5%	8	-19%	-0.8	7%	-3%	4%	-11%
COc1ccc(OC)c(C2C(C#N)=C(N)Oc3c2c(C)nn3-c2cccc(Cl)c2)c1 (stereo not drawn)	-3%	nt	-2%	-2.5	?	-10%	24µM*	11%
NC(=O)C1CCN(C(=O)c2ccc(F)c(S(=O)(=O)N3CCOCC3)c2)CC1	-31%	4	3%	1.0	10%	-25%	-14%	-2%
O=C(c1ccccc1CCc1ccccc1)N1CCN(c2ccccn2)CC1	2%	1	-11%	-0.1	19%	3%	-5%	10%
CCOC(=O)Cc1nnc(NC(=O)COc2ccc(OC)cc2)s1	-15%	-27	?	-0.4	?	3%	-3%	1%
CN1N=C(C(=O)N=c2sc3ccccc3n2C)CCC1=O	-20%	0	-14%	0.5	3%	-13%	-14%	3%
CCN1C(=O)C(=CC=CN(C)c2ccccc2)SC1=S	?	4	4%	4.0	-4%	35%[activator]	62%[activator]	?
Cc1nc(SCc2ccc(Br)cc2)[nH]c(=O)c1C	-7%	2	-12%	-0.2	1%	2%	-19%	-2%
O=C(OCc1ccccc1)c1cccnc1Cl	1%	-3	-8%	2.4	-25%	5%	0%	6%
COC(=O)c1cncn1Cc1ccccc1	-3%	0	9%	-0.6	-5%	-3%	2%	11%

(list continues)
SMILES	WRN inhibitor	PI5P4K alpha inh	Abeta rescue	IL2 activator	FUS suppressor	EPAC1 antag	PLK1 PBD block	EPAC1 ag
COC(=O)Cc1ccc(NC(=S)NCc2cccc(OC)c2)cc1	3%	-7	1%	-0.5	-5%	-2%	-19%	-1%
COc1ccc(-n2cnnc2SCC(=O)N(C)c2ccccc2)cc1	9%	-4	-2%	1.0	31%	3%	-5%	-5%
C=C(C)Cn1c(SCC(=O)O)nnc1-c1ccc(C(C)(C)C)cc1	4%	-6	-4%	-0.4	?	-4%	-4%	-2%
CN(CC1COc2ccccc2O1)C(=O)Cn1cc(C(F)(F)F)ccc1=O (stereo not drawn)	8%	7	-10%	0.3	-16%	5%	2%	4%
COCCNC(=O)COc1cccc2c1OC(C)(C)C2	-1%	0	3%	0.0	-6%	2%	-10%	10%
O=C(/C=C/c1ccccc1)N1CCN(Cc2nc3ccccc3c(=O)[nH]2)CC1	-5%	nt	5%	-2.1	5%	11%	-2%	0%
CC1=C/C(=N\NC(=O)c2cccs2)CC(C)(C)C1	3%	1	-2%	-1.1	-10%	0%	1%	-4%
CCN(Cc1ccccc1)C(c1ccccn1)c1nnnn1C(C)(C)CC (stereo not drawn)	-14%	nt	-6%	-3.5	4%	2%	0%	12%
C[C@H](CO)N1C[C@H](C)[C@@H](CN(C)S(=O)(=O)c2ccc(F)cc2)OCc2cnnn2CCCC1=O	6%	-4	2%	1.7	-1%	-24%	-19%	1%
CC(=O)COc1ccc2c(-c3ccccc3)cc(=O)oc2c1	-20%[57.1 µM]	-13	3%	0.1	46%	3%	-6%	-2%
O=[N+]([O-])c1cc(S(=O)(=O)C(F)(F)F)ccc1N1CCN(c2ccccc2)CC1	-3%	20	2%	3.4	30%	-21%	0%	9%
CCC1=NN2C(=N)/C(=C\c3cccn3-c3ccc(Br)cc3)C(=O)N=C2S1	2%	-5	-6%	-1.0	-17%	5%	?	9%
CCCc1nc2c(s1)CCc1onc(-c3ccc(OC)cc3)c1-2	-6%	-11	7%	-0.2	9%	-19%	27µM*	-3%
CC[N+](C)(C)CC/C=C1/c2ccccc2Sc2ccc(Cl)cc21	11%	-5	-5%	-0.6	5%	7%	-12%	9%
COc1cc(/C=C/C(=O)OCC(=O)N2CCCCCC2)cc(OC)c1OC	11%	-1	-1%	-0.6	-15%	-8%	-5%	-4%

3 structures out of the list, ordered by molar mass, lowest first.
SMILES	WRN inhibitor	PI5P4K alpha inh	Abeta rescue	IL2 activator	FUS suppressor	EPAC1 antag	PLK1 PBD block	EPAC1 ag
CCCc1nc2c(s1)CCc1onc(-c3ccc(OC)cc3)c1-2	-6%	-11	7%	-0.2	9%	-19%	27µM*	-3%
O=[N+]([O-])c1cc(S(=O)(=O)C(F)(F)F)ccc1N1CCN(c2ccccc2)CC1	-3%	20	2%	3.4	30%	-21%	0%	9%
C[C@H](CO)N1C[C@H](C)[C@@H](CN(C)S(=O)(=O)c2ccc(F)cc2)OCc2cnnn2CCCC1=O	6%	-4	2%	1.7	-1%	-24%	-19%	1%

(cont.)
SMILES	WRN inhibitor	PI5P4K alpha inh	Abeta rescue	IL2 activator	FUS suppressor	EPAC1 antag	PLK1 PBD block	EPAC1 ag
O=C(COC(=O)Cc1c[nH]c2ccccc12)Nc1ccccc1C(F)(F)F	-1%	0	4%	-2.9	nt	6%	-4%	15%
Cc1nc(-c2nnc(SCC(=O)Nc3cc(Cl)cc(Cl)c3)n2C)cs1	3%	-1	5%	0.7	3%	12%	-12%	6%
Cc1c(NS(=O)(=O)c2ccccc2)c(=O)n(-c2ccccc2)n1C	4%	nt	21%	-0.2	27%	7%	0%	2%
COc1cnn(-c2cccc(C(F)(F)F)c2)c(=O)c1Cl	-2%	2	-4%	-0.4	8%	-7%	-2%	6%
Cc1cc(Nc2ncc(Cl)cc2Cl)n(-c2ccccc2)n1	3%	8	-27%	-4.7	11%	-7%	6%	0%
O=C(CN1CCN(c2ccc(F)cc2)CC1)c1cccs1	1%	-13	-16%	2.0	18%	-13%	-22%	7%
CC(C)(C)C1CCC(OCC(O)CN2CCN(Cc3ccccc3)CC2)CC1 (stereo not drawn)	3%	6	-7%	-0.9	8%	3%	0%	-3%
Cc1ccccc1NC(=O)/C(C#N)=C/c1ccccc1C(F)(F)F	-4%	-5	-7%	-0.2	nt	-24%	-17%	0%
COc1ccc(NC(=O)CCCn2cnc3ccccc3c2=O)c(OC)c1	7%	0	6%	-0.5	-10%	19%	-14%	-15%
COc1ccccc1NC(=O)Cc1noc(CSc2n[nH]c(N)n2)n1	2%	-1	1%	0.4	3%	2%	-22%	-9%
CCN1C(=O)[C@H]2[C@@H](c3ccc(OC)cc3)N[C@]3(CCCN(Cc4ccc(F)cc4)C3=O)[C@H]2C1=O	9%	-6	-19%	-3.1	-1%	8%	-5%	-7%
COc1ccccc1NC(=O)CSc1nc2nc(C)cc(C)c2c(=O)[nH]1	-13%	3	13%	-0.7	6%	-4%	-8%	-3%
O=C(N/C(=C/c1ccccc1)C(=O)N1CCCCCC1)c1ccccc1	3%	2	7%	0.4	13%	-22%	-6%	-2%
CCc1nc2oc3cc(OC)ccc3c(=O)c2c(=O)n1Cc1ccco1	-36%	?	3%	1.0	20%	-2%	-18%	5%
CCOc1ccc(CCNC(=O)CS(=O)Cc2nc(-c3ccc(OC)c(OC)c3)oc2C)cc1OCC (stereo not drawn)	-4%	-3	1%	-0.6	?	-8%	-10%	-11%
C#CCOc1ccc(Cl)cc1/C=N/O	-12%	nt	-12%	-0.4	-12%	-9%	2%	3%
COc1cccc(CC(NC(C)=O)C(=O)NC2CCN(C(=O)c3ccncc3)CC2)c1OC (stereo not drawn)	-2%	1	-3%	-1.2	-9%	18%	4%	-3%
Cc1cc(C(=O)CCC(=O)Nc2ccc(C(N)=O)cc2)c(C)s1	2%	-23	-2%	-1.6	0%	-8%	-9%	16%
